Screening data deposited in PubChem BioAssay by The Scripps Research Institute Molecular Screening Center.
NR2E3 agonist = NR2E3 (human) agonism; Q9Y5X4; GST-NR2E3/biotin-RetCOR TR-FRET, 1536-well; inhibition of corepressor binding, % at 4.78 µM; hit rate 0.12% among 320,000; AID 2300;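 active = percent inhibition above the cutoff of mean plus 3 SD of all tested compounds, set per screening campaign, cut at about 20% in these data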;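 also: 0% = DMSO wells and 100% = biotin wells as full block of FRET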
Target sequence (Q9Y5X4 whole entry, looked up): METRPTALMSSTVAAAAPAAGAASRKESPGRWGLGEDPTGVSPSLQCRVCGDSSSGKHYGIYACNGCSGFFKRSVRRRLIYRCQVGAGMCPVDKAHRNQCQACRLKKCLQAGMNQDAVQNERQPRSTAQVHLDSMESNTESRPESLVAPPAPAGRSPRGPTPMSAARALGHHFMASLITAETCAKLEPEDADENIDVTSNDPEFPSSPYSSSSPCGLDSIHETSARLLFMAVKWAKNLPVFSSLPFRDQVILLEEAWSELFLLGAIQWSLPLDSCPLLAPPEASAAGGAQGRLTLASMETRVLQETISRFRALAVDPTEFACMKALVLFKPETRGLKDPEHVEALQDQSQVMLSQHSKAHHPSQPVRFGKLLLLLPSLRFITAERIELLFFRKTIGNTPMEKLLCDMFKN
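Format: 1536-well format; test system: GST-NR2E3 and biotin-RetCOR proteins; read-out basis: percent inhibition of TR-FRET ratio; timing: 5 h incubation at 4 °C; detection: time-resolved FRET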
Numbers without * were called inactive. This is a subset; rates above refer to the full screens.

SMILES	NR2E3 agonist
CCCCCNc1nc(-c2ccccc2)cs1	3.1
O=C(Cn1nc2sc3ccccc3n2c(=O)c1=O)c1ccc(Cl)cc1	2.6
COc1ccc(CCNC(=O)CCN2C(=O)c3ccccc3C2=O)cc1OC	0.1
COc1ccccc1N1CCN(C2CCN(C3CCC(c4ccccc4)CC3)CC2)CC1 (stereo unspecified)	1.1
Cc1cccc(OCC(=O)Nc2ccc(C(=O)NCc3cccnc3)cc2)c1	-1.2
CC(C)On1c(SCC(=O)N(C)C)nc2ccccc2c1=O	1.3
O=C(c1cccn2c(=O)c3cc4ccccc4cc3nc12)N1CCN(c2ccccc2)CC1	3.1
CCCCCCc1cc2cc(-c3nnc(-c4cc(OC)c(OC)c(OC)c4)o3)c(=O)oc2cc1O	1.1
Cc1cc(Cl)ccc1OCC(O)CN1C(C)CCCC1C (stereo unspecified)	0.0
O=C1NC(Cc2ccccc2)c2nc3ccc(Cl)cc3c(=O)n2-c2ccc(Cl)cc21 (stereo unspecified)	5.5
NC(=O)C1(N2CCCCC2)CCN(C(=O)Nc2ccccc2C(F)(F)F)CC1	-2.1
CC(C)[C@@]1(c2ccccc2)ON(c2ccccc2C(F)(F)F)C1=O	5.5
Cc1ccc(Cn2c(C(C)Nc3nc(C)cs3)nc3cc(Cl)c(Cl)cc32)cc1 (stereo unspecified)	4.2
Cc1ccc(C2C3=C(CCCC3=O)Nc3c2c(C)nn3-c2ccccn2)o1 (stereo unspecified)	3.9
Cc1ccccc1C(=O)Nn1c(C)ccc1C	-3.4
COC(=O)C1=C(COc2ccccc2)NC(=O)NC1c1ccc(Cl)cc1 (stereo unspecified)	4.1
CNC(C)C#Cc1ccc2sc3cc(OC)c(OC)cc3c(=O)c2c1 (stereo unspecified)	1.9
COc1cc(OC)cc(-c2cc3nc(C)cc(N4CCN(C(=O)c5ccco5)CC4)n3n2)c1	2.2
O=[N+]([O-])C(=c1ccc2c(c1)N1C3=C(CCCC3)CC3CCCCC31N=2)[N+](=O)[O-] (stereo unspecified)	-4.2
CC(C)(C)C(=O)/C(=C\c1ccc([N+](=O)[O-])cc1)n1cncn1	3.2
COC(=O)[C@@]1(Cc2ccc(OC)cc2)[C@H]2c3cc(C(=O)N(C)C)n(Cc4ccc(OC(F)(F)F)cc4)c3C[C@H]2CN1C(=O)c1ccccc1	0.8
COC(=O)c1sc(SC)nc1N	1.7
O=S(=O)(Nc1nc2ccccc2nc1-[n+]1cccc(N=C([O-])c2ccccc2Cl)c1)c1ccccc1	-0.4
O=C1c2cccnc2C(Nc2ccc(Br)cc2Br)N1Cc1cccs1 (stereo unspecified)	-0.8
COc1cc(C)nc(N2CCCC(C(=O)NC3CCC(C)CC3)C2)n1 (stereo unspecified)	-4.4
COC(=O)Cc1c(C)c2ccc(OCC(=O)c3ccc(OC)c(OC)c3)cc2oc1=O	-1.4
Cc1ccc2nc(SCc3cn4c(C)cc(C)nc4n3)[nH]c2c1	0.9
Cc1ccc(-c2nnc(SCC(=O)NNC(=O)COc3cccc4ccccc34)n2C)cc1	-0.8
CC(C)Cn1cc(C(=O)NC2CCN(Cc3ccccc3)CC2)c2c3ccccc3n(C)c2c1=O	-4.3
Cn1c(Cc2ccc3c(c2)OCO3)nnc1SCC(=O)NC1CCCC1	-0.2
O=C1CC(c2ccc(Cl)cc2)CC(O)=C1C=NCCN1CCNCC1 (stereo unspecified)	4.6
CCn1c(SCC(=O)N2CCOCC2)nc2oc3c(Cl)cc(Cl)cc3c(=O)c2c1=O	-3.0
CCOC(=O)CN(C)Cc1c[nH]c2ccccc12	-0.3
CCN(CC)CCn1c(SCC(=O)Nc2ccc(F)cc2)nc2c(sc3ccccc32)c1=O	8.1
CCOC(=O)c1cnn(-c2ncnc3c2cnn3Cc2ccccc2)c1N	2.4
O=C(Oc1ccc2cc(Br)ccc2c1)N1CCCCCC1	1.9
COCCCNC(=O)C1CCC(CNS(=O)(=O)c2ccc(C)cc2)CC1 (stereo unspecified)	-2.6
COc1cccc(C2=CC(c3ccccc3)n3ncnc3N2)c1 (stereo unspecified)	2.9
Cc1nc2c(C(=O)NCc3cccs3)cnn2c(C)c1Cc1ccccc1	8.6
CCc1nnc(NC(=O)c2csc3c2CCC(C)C3)s1 (stereo unspecified)	-1.7
CC(=O)Nc1ccc(OC(=O)c2cc3cc(Br)cc(Br)c3oc2=O)cc1	-2.3
O=C(NCCc1ccccc1)c1ccc(-c2ccccc2C(F)(F)F)o1	-1.9
NC(C(=O)O)C1CC(Cl)=NO1 (stereo unspecified)	0.7
Cc1ccn2c(C(=O)N/N=C/c3ccc(CNC(=O)C(=O)Nc4ccc(C)c(C)c4)o3)c(C)nc2c1	-4.3
CCCCc1cc2c(c(NC(C)=O)n1)c(=O)oc1ccccc12	-1.5
COc1ccc(-n2c(SCC(=O)Nc3ncc(Cl)cc3Cl)nc3ccccc32)cc1	0.6
CCn1ccc(C(=O)Nc2ccc(S(=O)(=O)Nc3ccccc3OC)cc2)n1	-0.3
CC(=O)Nc1nccc(-c2cc(-c3ccccc3)no2)n1	0.2
Cc1nc2c(C(=O)N3CCOCC3)cnn2c(C)c1Cc1cccc(Cl)c1	2.9
COC(=O)C1=C(C)N(Cc2ccco2)C(=O)N[C@H]1c1ccccc1	3.5
O=C(C1=C[C@@H]2[C@H]3C(=O)N(c4ccccc4Cl)C(=O)[C@H]3[C@@H](C(=O)c3ccc(Cl)cc3)N2C=C1)c1ccccc1	-0.3
O=Cc1cc2cc3c(cc2nc1Cl)OCCO3	2.0
CCn1c2ccc(OC)cc2c2nc3ccccc3nc21	-5.6
CC1(C(=O)Nc2cccc(C(F)(F)F)c2)CO1 (stereo unspecified)	-2.4
CCOC1=C/C(=C/c2c(N)n3oc(C)cc3nc2=O)C=CC1=O	-1.7
CC(=O)c1ccc(N2CCN(C(=O)Cn3c(=S)[nH]c4ncccc4c3=O)CC2)cc1	-1.1
CCN(c1ccccc1)S(=O)(=O)c1ccc(Cl)c(NC(=O)COC(=O)c2cc(O)c3ccccc3c2O)c1	0.2
CCOC(=O)C1=C(C)N=C2SC(C)C(=O)N2C1c1ccc(OC(C)=O)c(OCC)c1 (stereo unspecified)	2.2
O=c1[nH]c2ccccc2nc1C(Cl)c1ccccc1 (stereo unspecified)	3.4
O=C(NCc1ccccc1Br)c1cccc2c1C(=O)c1ccc(N3CCOCC3)cc1S2(=O)=O	-71.9
Carrying on:
SMILES	NR2E3 agonist
O=C(O)CC12CC3CC(C1)CC(n1ncc(NCc4ccc5c(c4)OCO5)c(Cl)c1=O)(C3)C2	-1.7
CCOC(=O)c1[nH]c2cc(OC)c(OC)cc2c1NC(=O)CN1CCN(c2ccc(OC)cc2)C(C)C1 (stereo unspecified)	1.9
O=[N+]([O-])c1ccc(S(=O)(=O)Nc2ccc(-c3csc(-c4ccccc4)n3)cc2)cc1	1.1
O=C(Nc1ccc2c(c1)nc1n2CCN(C2CCCCC2)C1)NC1CCCCC1	3.3
CC(C)n1nnnc1SCC(=O)Nc1ccc2c(c1)OCCO2	-1.2
COc1cccc(C2=CC(c3ccc(C)cc3)n3ncnc3N2)c1 (stereo unspecified)	2.6
CCOCCCn1c(C)nc2c(c1=O)c1nc3ccccc3nc1n2-c1ccc2c(c1)OCCO2	3.9
Cc1cccc(-n2c(-c3cccc([N+](=O)[O-])c3)nc3nc4ccccc4nc32)c1	-7.8
Oc1c(C(c2ccccn2)N2CCC(Cc3ccccc3)CC2)cc(Cl)c2cccnc12 (stereo unspecified)	-0.8
COC(=O)C1=NN(C(=O)c2ccc(C)cc2)C(O)(c2ccc(Cl)cc2)C1 (stereo unspecified)	-1.6
CC1=CC2=NC(=O)CC(C)(C(=O)N(CC(=O)NC(C)C)C3CCCC3)N2C=C1 (stereo unspecified)	-3.4
O=C(O)c1cn(Cc2cccnc2)c(=O)c2ccccc12	0.9
CC(C)C(NC(N)=O)C(=O)NC1CCCCC1 (stereo unspecified)	4.9
CCOC(=O)c1c(C)oc2c1c(C(c1ccncc1)N1CCOCC1)c(O)c1ccccc12 (stereo unspecified)	4.9
O=C(N/N=C/c1cc(Br)cc(Br)c1O)c1ccncc1	-0.1

Quoted from the listing.
NR2E3 agonist result of `COc1cccc(C2=CC(c3ccc(C)cc3)n3ncnc3N2)c1` (stereo unspecified) stands at 2.6
NR2E3 agonist result of `O=C(Nc1ccc2c(c1)nc1n2CCN(C2CCCCC2)C1)NC1CCCCC1` stands at 3.3

(continued)
SMILES	NR2E3 agonist
Cc1ccc(-c2nc(SCC(=O)Nc3ccccc3OC(F)F)c3c(C)c(C(=O)O)sc3n2)cc1	0.1
CC1CCN(c2ccc(S(=O)(=O)Nc3cc(C(=O)O)cc(C(=O)O)c3)cc2[N+](=O)[O-])CC1	3.7
O=C(Nc1ccccc1-c1nnn(CC(=O)N2CCCc3ccccc32)n1)c1cccc(Cl)c1	3.3
CCc1nc(SCc2nnc(-c3ccc(C)cc3)o2)c2c(C)c(C)sc2n1	1.9
O=C1CC(c2ccccc2Br)c2cc3c(cc2N1)CCC3 (stereo unspecified)	1.6
CCCCCCNC(=O)N[C@@H](C(=O)NCCC[C@H]1CN2C(=NC[C@@H]2Cc2ccccc2)N1CCc1cccc(OC)c1)C(C)C	-4.2
CC(=O)c1sc(-c2ccccn2)nc1C	-2.7
O=C(Nc1ccccc1)C1=C[C@H](c2ccc(C(F)(F)F)cc2)C[C@H](OCc2ccc(CO)cc2)O1	-1.9
CN1CCN(C(c2cc3cc4c(cc3[nH]c2=O)OCCO4)c2nnnn2C2CCCC2)CC1 (stereo unspecified)	-2.0
O=C(N[C@H](C(=O)O)c1ccccc1)C1CCC(Cn2nnc3ccccc3c2=O)CC1 (stereo partly specified)	3.5
O=C(Oc1cccc2cccnc12)c1cccc(N2C(=O)C3C4CCC(C4)C3C2=O)c1 (stereo unspecified)	-3.5
O=C(c1cccs1)n1nc(-c2ccco2)nc1SCc1ccccc1	-6.3
CC(=O)Oc1ccccc1C(=O)Nc1ncc([N+](=O)[O-])s1	1.9
CCN(CC)C(=O)c1ccc2c(c1[N+](=O)[O-])C(=O)c1ccccc1C2=O	3.0
COc1ccc(C2c3c(oc4ccccc4c3=O)C(=O)N2Cc2ccncc2)cc1OC (stereo unspecified)	4.1
CC1CCC(C(C)C)C(OP(=O)(c2ccc(N(C)C)cc2)C(O)c2cccnc2)C1 (stereo unspecified)	0.4
N#Cc1ccc(OCC(=O)n2cc(C(=O)c3cc(Cl)cc(Cl)c3O)cn2)cc1	0.5
COc1ccc(N2CCN(CCCNS(=O)(=O)c3c(C)noc3/C=C/N(C)C)CC2)cc1	3.9
C#CCOCCOCCOCCNc1nc(N2CCN(C(=O)C([C@@H](C)CC)n3cc(C(N)COC(=O)C(F)(F)F)nn3)CC2)nc(N2CCN(C(=O)[C@H](CCCCN)n3cc(C(N)[C@H](C)CC)nn3)CC2)n1 (stereo partly specified)	-4.2
Nc1nc2c(ncn2CCC(CO)CO)c(=O)[nH]1	-5.3
O=C(Cn1nnc2ccccc2c1=O)NCCc1ccc(F)cc1	1.0
Cc1ccc2c(c1)N/C(=C(\C=C(/Cl)[N+](=O)[O-])[N+](=O)[O-])N2	-0.4
CCOC(=O)N1CCN(c2nc(N(c3ccccc3)c3ccccc3)nc(-n3ccnc3)n2)CC1	2.8
CCOC(=O)c1cnc(SCc2nc(N)nc(Nc3ccccc3OC)n2)nc1N	-3.4
CCOC(=O)C(=Cc1ccc(F)cc1)C(=O)OCC	1.1
Cc1ccccc1C(C(=O)NC1CCCC1)N(C(=O)CNC(=O)c1ccco1)c1cccnc1 (stereo unspecified)	2.4
CCNc1c2c3c(cccc3n(C)c1=O)C(=O)c1ccccc1-2	0.6
CCCc1nnc(NC(=O)c2c(O)c3cccc4c3n(c2=O)CCC4)s1	1.4
COC(=O)CCC(=O)OC1(C)C(=O)C=C2C=C(C3CC3)N(c3ccc(CO)cc3)C=C2C1=O (stereo unspecified)	0.9
c1ccc(C2=Nc3ccccc3SC2c2nc3ccccc3[nH]2)cc1 (stereo unspecified)	-4.2
Cc1ccc2nsnc2c1NC(=O)c1cccc([N+](=O)[O-])c1	1.7
CCCC(=O)Nc1cc(-c2nnc(OC)c3ccccc23)ccc1N1CCCCC1	-0.6
COc1ccc2c(c1)c1nc3n(c(=O)c1n2CC(=O)Nc1cc(C)[nH]n1)CCS3	-2.7
Cc1cc(=O)n(C)c(=O)n1CCCCCCOc1ccc([N+](=O)[O-])cc1	2.2
CC(=O)NCC1=C(NC(C)=O)C2CC1C(C)(C)C2C (stereo unspecified)	1.6
Cc1ccc2c(c1)c1c(n2CC(O)CN2CCOCC2)CCCC1 (stereo unspecified)	-0.1
O=C(CSc1nc2scc(-c3ccccc3)c2c(=O)[nH]1)NC1CCCCC1	3.3
c1ccc2c(NCCCN3CCOCC3)c3ccccc3nc2c1	6.2

Entries listed so far containing an aryl thioether with sulfur outside any ring, in the order listed:
SMILES	NR2E3 agonist
CC(C)On1c(SCC(=O)N(C)C)nc2ccccc2c1=O	1.3
COC(=O)c1sc(SC)nc1N	1.7
Cc1ccc2nc(SCc3cn4c(C)cc(C)nc4n3)[nH]c2c1	0.9
Cc1ccc(-c2nnc(SCC(=O)NNC(=O)COc3cccc4ccccc34)n2C)cc1	-0.8
Cn1c(Cc2ccc3c(c2)OCO3)nnc1SCC(=O)NC1CCCC1	-0.2
CCn1c(SCC(=O)N2CCOCC2)nc2oc3c(Cl)cc(Cl)cc3c(=O)c2c1=O	-3.0
CCN(CC)CCn1c(SCC(=O)Nc2ccc(F)cc2)nc2c(sc3ccccc32)c1=O	8.1
COc1ccc(-n2c(SCC(=O)Nc3ncc(Cl)cc3Cl)nc3ccccc32)cc1	0.6
CC(C)n1nnnc1SCC(=O)Nc1ccc2c(c1)OCCO2	-1.2
Cc1ccc(-c2nc(SCC(=O)Nc3ccccc3OC(F)F)c3c(C)c(C(=O)O)sc3n2)cc1	0.1
CCc1nc(SCc2nnc(-c3ccc(C)cc3)o2)c2c(C)c(C)sc2n1	1.9
O=C(c1cccs1)n1nc(-c2ccco2)nc1SCc1ccccc1	-6.3
CCOC(=O)c1cnc(SCc2nc(N)nc(Nc3ccccc3OC)n2)nc1N	-3.4
O=C(CSc1nc2scc(-c3ccccc3)c2c(=O)[nH]1)NC1CCCCC1	3.3
